Screens from PubChem.
MBNL1 CUG block: qHTS Assay for Inhibitors of MBNL1-poly(CUG) RNA binding. TR-FRET MBNL1-His/biotin-(CUG)12 binding, 665/545 ratio. Potency, µM (series often up to 57.5 µM), without a hit: top-dose activity change, negative = inhibition, most hits filed as inhibitors. 280,000 tested, 0.036% active. AID 2675, 2010; active = well fitted inhibition curve with a large enough effect in the signal ratio, with a control signal flat, not every such curve was filed as active; inconclusive = small, poorly fitted or top-dose-only effect, or effect the other way, or a change in a side signal; inactive = no such curve, though single readings can be large or run the other way; the % refers to the signal ratio; also: potency is read from the fitted curve at half-maximal effect; % is scaled to controls: 0 for no effect and ±100 for the full control effect
Target sequence (Q9NR56 whole entry, looked up): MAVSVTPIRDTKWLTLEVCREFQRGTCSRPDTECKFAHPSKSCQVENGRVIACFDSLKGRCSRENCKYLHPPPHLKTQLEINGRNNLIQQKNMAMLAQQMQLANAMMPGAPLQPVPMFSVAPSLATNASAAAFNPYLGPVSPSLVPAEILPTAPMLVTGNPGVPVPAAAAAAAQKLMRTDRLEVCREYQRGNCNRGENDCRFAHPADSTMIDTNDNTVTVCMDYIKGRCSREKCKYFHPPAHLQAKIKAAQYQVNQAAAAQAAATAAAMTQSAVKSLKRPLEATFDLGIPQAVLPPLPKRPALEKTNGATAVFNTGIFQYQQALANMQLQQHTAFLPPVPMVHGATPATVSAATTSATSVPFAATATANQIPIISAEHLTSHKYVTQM
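Inhibition of protein-RNA binding appears as loss of TR-FRET between terbium anti-His antibody on MBNL1-His and streptavidin-XL665 on biotin-(CUG)12. Activity is normalized to buffer-only and uninhibited-complex controls.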
VP16 counter: VP16 counterscreen qHTS for inhibitors of ROR gamma transcriptional activity; Drosophila S2 Gal4-VP16 UAS-luciferase, luminescence, 20 h; Potency, µM (highest dose often 53.6 µM), for the others: at the highest dose activity, negative = inhibition, hits mostly inhibitors; 310,000 tested, 3.5% active; AID 2546, 2010;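 also: Gal4-VP16 expression switched on by copper sulfate through the metallothionein promoter; potency is read from the fitted curve at half-maximal effect; % is scaled to controls: 0 for no effect and ±100 for the full control effect; nearly all actives have a fitted effect of over 50% in size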
ELG1 DNA repair: qHTS screen for small molecules that inhibit ELG1-dependent DNA repair in human embryonic kidney (HEK293T) cells expressing luciferase-tagged ELG1; HEK293T ELG1-luciferase reporter, luminescence, 16 h; DNA damage induced by 5-fluorouridine; 330,000 tested, 2.3% active; Potency, µM (titrated, usually from 46.1 µM), for inactives: at the top dose activity change, negative = inhibition, most hits filed as inhibitors; AID 504467, 2011; also: potency is read from the fitted curve at half-maximal effect; % is scaled to controls: 0 for no effect and ±100 for the full control effect; nearly all actives have a fitted effect of over 55% in size
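5-Fluorouridine DNA damage + compound/DMSO, 2,000 cells/well, 16 h, 37 °C/5% CO2. ONE-Glo, 30 min RT, luminescence. Readout = decrease in reporter signal.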
RORg inh: qHTS for inhibitors of ROR gamma transcriptional activity; 310,000 tested, 5.4% active; Drosophila S2 Gal4-RORgamma UAS-luciferase reporter, 20 h; AID 2551, 2010; Nuclear receptor ROR-gamma (Mus musculus), P51450; Potency, µM (doses to about 53.6 µM), for inactives: at the highest dose activity change, negative = inhibition, most hits filed as inhibitors; also: potency is read from the fitted curve at half-maximal effect; % is scaled to controls: 0 for no effect and ±100 for the full control effect; nearly all actives have a fitted effect of over 60% in size
Target sequence (P51450 whole entry, looked up, the tested form may be a part): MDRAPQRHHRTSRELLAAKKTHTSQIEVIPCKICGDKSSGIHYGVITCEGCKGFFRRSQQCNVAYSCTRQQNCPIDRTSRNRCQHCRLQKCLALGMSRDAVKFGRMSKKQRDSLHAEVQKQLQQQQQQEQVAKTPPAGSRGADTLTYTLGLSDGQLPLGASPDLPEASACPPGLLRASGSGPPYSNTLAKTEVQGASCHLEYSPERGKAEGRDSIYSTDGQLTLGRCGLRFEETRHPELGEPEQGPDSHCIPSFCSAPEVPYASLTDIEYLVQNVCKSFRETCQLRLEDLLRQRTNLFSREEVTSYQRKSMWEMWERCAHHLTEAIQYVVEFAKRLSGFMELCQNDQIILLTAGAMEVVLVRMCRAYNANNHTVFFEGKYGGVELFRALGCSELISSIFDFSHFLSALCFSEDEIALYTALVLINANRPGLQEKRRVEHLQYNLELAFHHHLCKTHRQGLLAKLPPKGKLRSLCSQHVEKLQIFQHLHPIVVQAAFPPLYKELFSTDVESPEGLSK
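Drosophila Schneider cells stably carrying a metallothionein-driven Gal4 DBD–ROR gamma fusion and a UAS-Photinus luciferase reporter were exposed to compound for 1 hr, then induced with copper sulfate (700 uM final) for 20 hr at ambient temperature before luminescence reading.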
Rab9 prom act: qHTS Assay for Rab9 Promoter Activators; Huh7 Rab9 promoter-luciferase reporter, luminescence, 24 h; Potency, µM (highest dose often 9.22 µM), for inactives: top-dose activation, negative = inhibition, actives largely listed as activators; 320,000 tested, 2.8% active; also: potency is read from the fitted curve at half-maximal effect; % of control where 0% means no effect; nearly all actives have a fitted effect of over 60% in size
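Quantitative HTS format; Huh7 Rab9-luciferase reporter cells (1500/well) receive compound 2 h post-plating, incubate 24 h at 37 °C, then get luciferase reagent for 10 min before luminescence reading.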
FLuc counter: qHTS profiling assay for firefly luciferase inhibitor/activator using purifed enzyme and Km concentrations of substrates (counterscreen for miR-21 project); Luciferin 4-monooxygenase (Photinus pyralis), P08659; purified FLuc, Km substrates, luminescence inhibition; Potency, µM (titrated, usually from 57.5 µM), inactives show at the highest dose activity change, negative = inhibition, most hits filed as inhibitors; 360,000 tested, 6.9% active;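 also: potency is read from the fitted curve at half-maximal effect; plate controls were vehicle for no effect and reference inhibitor for full effect; nearly all actives have a fitted effect of over 55% in size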
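Biochemical qHTS of compounds, final roughly 60 µM downward over six points, against 10 nM purified firefly luciferase using Km concentrations of substrates (10 uM D-luciferin, 10 uM ATP) in Tris acetate pH 7.5 buffer; luminescence output.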
KCNH2 3.1 inh: qHTS for Inhibitors of KCHN2 3.1: Mutant qHTS; 340,000 tested, 0.95% active; activity change, % (tested at about 1.8 µM); Potassium voltage-gated channel subfamily H member 2, brain isoform KCNH2 3.1 (human); U2OS KCNH2 3.1, thallium flux FluxOr; active compounds read low;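 active = maximum activity change below -70%; inconclusive = maximum activity change from -70% to -50%; inactive = maximum activity change above -50%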;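 also: thallium influx rate constant from kinetic fluorescence after stimulation buffer; % is scaled to controls: 0 for no effect and ±100 for the full control effect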
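Kinetic fluorescence (2 min after stimulation buffer) measures Tl+ influx through KCNH2 3.1 expressed by viral transduction in U2OS cells; the rate constant is normalized against DMSO controls serving as positive and negative references.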
PKM2 act: qHTS Assay for Activators of Human Muscle isoform 2 Pyruvate Kinase | purified PKM2, Kinase-Glo ATP luminescence, activation; response scale: 0% is enzyme alone, no compound | 260,000 tested, 0.34% active | Potency, µM (series often up to 57.5 µM), for inactives: at the top dose activation, actives largely listed as activators | AID 1631, 2009 | Pyruvate kinase PKM (Homo sapiens), P14618; also: potency is read from the fitted curve at half-maximal effect; % is scaled to controls: 0 for no effect and ±100 for the full control effect; nearly all actives have a fitted effect of over 55% in size
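Purified hPK-M2 (>95%) run at intermediate activity with 0.1 mM ADP and 0.5 mM PEP in 50 mM imidazole pH 7.2, KCl, MgCl2; 1 h room temperature. ATP formed read by Kinase-Glo luminescence; normalized to uninhibited and no-enzyme controls.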
Mito fusion yeast: qHTS Assay for Small Molecule Inhibitors of Mitochondrial Division or Activators of Mitochondrial Fusion. Potency, µM (top dose mostly 46.1 µM), without a hit: at the highest dose growth rescue (activation), most hits filed as activators. 320,000 tested, 0.23% active. S. cerevisiae fusion-defective mutant growth rescue, CellTiterGlo 48 h. AID 485298, 2010;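 also: potency is read from the fitted curve at half-maximal effect; % of control where 0% means no effect; nearly all actives have a fitted effect of over 45% in size; temperature-sensitive fusion mutants such as fzo1-1 at 37 °C on non-fermentable ethanol glycerol medium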
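Temperature-sensitive fusion-defective S. cerevisiae (e.g. fzo1-1, mgm1-5) were grown with compound in YPEG medium (3% ethanol, 3% glycerol) for 48 hours at 37C. Growth rescue was measured as viability by CellTiterGlo luminescence after 10 minutes at ambient.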
NPC1 promoter act: qHTS Assay for NPC1 Promoter Activators | Huh7 NPC1 promoter luciferase reporter, 24 h | AID 485313, 2010 | 320,000 tested, 2.4% active | Potency, µM (titrated, usually from 9.22 µM), without a hit: at the top dose activation, hits mostly activators;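 also: potency is read from the fitted curve at half-maximal effect; % of control where 0% means no effect; nearly all actives have a fitted effect of over 60% in size; reporter is driven by a mutant NPC1 promoter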
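Quantitative HTS used a cell-based reporter: Huh7 cells stably bearing the NPC1 promoter upstream of luciferase were treated with compounds for 24 h, and promoter activation was read as luminescence.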
Menin MLL FP TR: qHTS Assay for Inhibitors Targeting the Menin-MLL Interaction in MLL Related Leukemias: Competition With Texas Red Labeled MLL-derived Mutant Peptide | O00255 | Menin + Texas Red MLL mutant peptide, fluorescence polarization | Potency, µM (series often up to 61.6 µM), inactives show at the top dose FP activity change, negative = inhibition, actives largely listed as inhibitors | 270,000 tested, 0.23% active; active = well fitted inhibition curve with a large enough effect in the polarisation, with a control signal flat, not every such curve was filed as active; inconclusive = small, poorly fitted or top-dose-only effect, or effect the other way, or a change in a side signal; inactive = no such curve, though single readings can be large or run the other way; the % refers to the polarisation; also: potency is read from the fitted curve at half-maximal effect; % of control where 0% means no effect; many of its hits are not listed in these tables
* hit, by the source's call; ? = inconclusive; . = no result given; [ ] = another dose, or the depositor's remark. Unless noted, calls follow the shape of the dose curve; as a rule, active = well fitted curve in the direction sought with a large enough effect; inconclusive = small, poorly fitted or top-dose-only effect, or another doubt; inactive = no such curve, though single readings can be large; an effect the other way counts as inactive or inconclusive.

SMILES	MBNL1 CUG block	VP16 counter	ELG1 DNA repair	RORg inh	Rab9 prom act	FLuc counter	KCNH2 3.1 inh	PKM2 act	Mito fusion yeast	NPC1 promoter act	Menin MLL FP TR
Cc1ccc2c(c1)c(C)cc(=O)n2CCC(=O)O	-5%	-1%	21%	-7%	-4%	-9%	10	-3%	-13%	1%	-18%
CC(C)(C)c1ccc(C(=O)NCC(=O)NNC(=O)c2ccccc2O)cc1	.	.	?	.	-1%	?	8	.	3%	-3%	.
CC1CCN(C(=O)c2nc[nH]c2C(=O)OCCNC(=O)OC(C)(C)C)CC1	.	.	21%	.	2%	2%	25	.	-16%	-1%	.
O=C(Cn1nc(-c2ccccc2F)ccc1=O)Nc1ccc(S(=O)(=O)N2CCCCCC2)cc1	-10%	-3%	?	-20%	-4%	-1%	12	-1%	15%	0%	4%
CS(=O)(=O)N1CCN(c2nc(-c3ccc(F)cc3)cs2)CC1	-1%	-2%	?	38%	14%	11µM*	0	2%	-8%	11%	7%
CC(C)Oc1cccc(C(=O)O)c1	-7%	11%	18%	38%	2%	-1%	-30	-1%	0%	0%	6%
CCN1C(=O)[C@H]2[C@@H](c3ccc(C)cc3)N3C(=O)N(c4ccc(C)cc4)C(=O)[C@@]3(Cc3ccccc3)[C@H]2C1=O	-1%	2%	3%	31%	-3%	0%	0	-1%	-1%	-4%	-1%
CN(C)S(=O)(=O)c1ccc(NC(=O)c2cccnc2)cc1	9%	8%	-4%	20%	-2%	-1%	2	-2%	-6%	0%	10%
COc1ccc2nc(NC(C)=O)sc2c1	-6%	-1%	?	2%	2.5µM*	12µM*	-5	-5%	2%	2.2µM*	12%
CCOc1cc(/C=C2/SC(=O)N(CC(=O)N3CCc4ccccc4C3)C2=O)ccc1OCC(=O)O	?	-2%	-1%	22%	0%	-8%	6	?	3%	0%	?
Cc1ccccc1N=C1Nc2ccccc2CS1	-4%	?	?	?	0.63µM*	4.8µM*	-2	-1%	-13%	1.4µM*	-1%
O/N=C/c1ccccc1OCc1ccc(Cl)cc1	0%	7%	?	17%	?	17µM*	-3	-3%	1%	?	20%
O=C(c1cc(N2CCOCC2)c(F)cc1[N+](=O)[O-])N1CCOCC1	?	3%	-4%	-5%	-3%	-3%	21	7%	0%	-1%	9%
COc1ccc(S(=O)(=O)N2CCC(C(=O)NCc3cccnc3)CC2)cc1C	1%	-6%	9%	-3%	-1%	2%	-1	.	7%	?	2%
COc1cc(C(=O)Nc2cc(C(F)(F)F)ccc2N2CCOCC2)ccc1O	-3%[11.5 µM]	-3%	?	18%	-1%	-2%	-2	-4%	?	-2%	1%
O=C(Nc1cccnc1)c1ccc(Cl)c(S(=O)(=O)N2CCCC2)c1	0%	-2%	?	?	3%	-16%	12	5%	0%	-3%	0%
Cn1c(CO)cnc1SCc1ccc(F)cc1	?	-14%	-6%	-9%	-6%	-1%	-6	-9%	-4%	9%	-8%
CC1Nc2ncnc(N3CCc4ccccc4C3)c2N(Cc2ccc(Br)cc2)C1=O (stereo unspecified)	.	.	-16%	.	5%	-1%	-7	.	6%	-3%	.
O=c1cc(N2CCOCC2)cnn1-c1ccccc1	-4%	-4%	?	-2%	24%	?	1	6%	3%	26%	-1%
C/C(=N\NC(=O)c1cccs1)c1cccnc1	-7%	-1%	?	-6%	15%	?	-1	3%	?	14%	-5%
Clc1ccccc1Cc1noc(CN2CCN(c3cnccn3)CC2)n1	-5%	-5%	-13%	19%	3%	3%	8	3%	-3%	-1%	5%
COC(=O)c1c(C)[nH]c(C(=O)OCC(=O)NC(C)(C)C)c1C	-1%	-6%	?	14%	-17%	2%	-2	0%	-1%	-5%	-16%
Cc1ccccc1-n1c(=O)cc(N2CCc3ccccc3C2)[nH]c1=O	1%	11%	8%	-10%	-6%	-1%	-5	-6%	-3%	-6%	-6%
COc1ccc(NC(=O)NC2CC3CCCC(C2)N3Cc2ccccc2)cc1 (stereo unspecified)	-3%	-7%	1%	21%	-1%	-3%	-20	-5%	-1%	1%	9%
CCOC(=O)c1nn(-c2ccc(C)cc2)c(=O)cc1OCC(=O)N1CCN(c2ccccc2)CC1	.	.	-2%	.	0%	5%	-10	.	-3%	4%	.
CC(=O)c1ccc2c(c1)N(C)c1ccccc1S2	?	0%	30%	43%	-2%	?	-11	-6%	14%	-2%	9%
O=C1CCCC(NCCCCCCNC2=C([N+](=O)[O-])C(=O)CCC2)=C1[N+](=O)[O-]	17%	-2%	0%	-12%	5%	6%	12	5%	0%	-2%	9%
CCOC(=O)/C=C1\CN(Cc2cc(OC)c(OC)c(OC)c2)S(=O)(=O)c2ccccc21	-4%	?	?	?	-19%	-1%	-1	0%	0%	-12%	1%
Cc1ccc(NC(=O)Cn2c(O)c(N=NC(=O)c3ccncc3)c3ccccc32)cc1	10%	-2%	13%	-10%	-1%	7%	27	1%	-1%	-6%	26%
Cc1c(O)c(=O)n(-c2ccccc2)n1C	.	-1%[17 µM]	7%	-6%[16.9 µM]	0%	-5%	-6	.	7%	2%	-16%[24.8 µM]
CC(C)CC(=O)Nc1ccccc1-c1nnn(CC(=O)N2CCOCC2)n1	-6%	.	2%	5%[0.365 µM]	-2%	-1%	5	0%	-5%	0%	21%
COC(=O)c1c(NC(=O)CSc2nnc(C)c(=O)[nH]2)sc(C)c1C	-27%	-6%[10 µM]	10%	18%	0%	?	0	5%	?	-1%	5%
Cc1[nH]c2ccccc2c1C(=O)C(=O)N1CCCc2ccccc21	-13%	-13%	?	19%	0%	1%	-7	1%	11%	-9%	-7%
COCCn1c(-c2cccc(Br)c2)nc2c(c(=O)c3ccccc3n2C)c1=O	.	-13%	?	-30%	-6%	-3%	-4	-5%	-1%	-9%	.
Brc1ccc(/C=C/C=N/Nc2nc3ccccc3s2)cc1	2%	-3%	?	28%	.	9.5µM*	-2	8%	-3%	?	?
Cc1ccc(-c2nnc(Oc3ccc(NC(=O)c4ccccc4)cc3)c3ccccc23)cc1	-2%	-9%	?	38%	-4%	1%	-4	0%	1%	-7%	-11%
NC(=O)CN1CCN(C(=O)Nc2ccccc2)CC1	3%	7%	?	-2%	-2%	6%	1	6%	1%	-1%	11%
Cc1noc(C)c1COC(=O)c1ccccc1Sc1ccccc1C#N	-1%	-1%	23µM*	28%	7%	?	-2	3%	19%	1%	-1%
NC(=O)c1c(NC(NC(=O)c2ccco2)(C(F)(F)F)C(F)(F)F)sc2c1CCCC2	1%	5%	9%	10%	6%	0%	-3	6%	2%	-3%	5%
COc1ccc(Nc2nc(N)nc(CSC(=S)N3CCCCC3)n2)cc1	-3%	?	?	?	?	?	1	-6%	-3%	17%	?
Cc1ccc(NC(=O)C2CCCN2C(=O)NC2CCCCC2)c(C)c1 (stereo unspecified)	-4%	2%	0%	0%	-3%	3%	-2	0%	-3%	0%	19%
CC(C)CC(=O)Nc1ccc(C(=O)NN2C(=O)c3ccccc3C2=O)cc1	?	-3%	-6%	-4%	0%	-3%	3	0%	-2%	1%	-1%
CCCC/C=C1\CCc2c([nH]c3ccccc23)C1=O	15%	-6%	?	45%	?	-19%	2	-5%	-2%	13%	19%
CCN(CC)c1ccc(NC(=O)CSc2n[nH]c(-c3ccco3)n2)cc1	.	.	6%	.	10%	?	5	.	-3%	-1%	.
CN(C)C(=O)c1cc(C(=O)c2ccccc2Cl)c[nH]1	0%	3%	?	32%	18%	?	-7	-3%	-1%	12%	-1%
Cc1ccc2cc(/C=N/NC(=O)c3ccccc3O)c(Cl)nc2c1	4%	?	?	2.8µM*	6%	-10%	-2	?	-2%	-4%	?
CC(C)c1ccc(NC(=O)COC(=O)c2ccc(CN3CCCC3=O)cc2)cc1	.	.	22%	.	-6%	0%	-2	.	-3%	2%	.

These rows are one share of the data. The share of hits here may be higher or lower than overall.
